# OPRM1-OPRD1 inv = mu-delta opioid heterodimer inverse agonism | inhibition, % at 9.3 µM | hit rate 0.21% among 340,000 | cell-based MOR-DOR heterodimer luminescence | P35372+P41143; in the data active = inhibition above about 22%, passing the limit was not always enough;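 note: 0% = cells with DMSO and 100% = wells without cells with DMSO; values of inactives mirror those of a sister screen read the other way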
# Ecoli viability = reduces bacterial viability in AddAB counter-screen. E. coli V3065 growth, OD600 absorbance, 18 h. inhibition, % at 11.9 µM. hit rate 0.27% among 330,000;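 active = inhibition above the campaign's mean inhibition across all tested compounds plus 3 SD, cut at about 9.9% in these data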;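 note: uninfected addAB+ strain grown without phage in ampicillin broth; 0% = DMSO wells and 100% = ciprofloxacin 0.95 µg/ml wells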
# Mot1-301 SUMO = inhibitors of SUMOylation pathway: yeast Mot1-301 growth rescue; hit rate 1% among 320,000; growth rescue, % at 18.8 µM; S. cerevisiae Mot1-301 growth rescue, ATP luminescence, 38.5C; percent above DMSO median, 100 means doubled;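 active = every valid replicate shows activation above 250% relative to neutral control wells; inactive = the rest, any valid replicate at or below 250%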;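 note: OY570 slx delta 5 strain wells were the positive control but not used for scaling; some compounds called inactive have numbers as strong as hits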
# PKA-R2B act = PKA-R2B complex activation. P22694+P31323. PKA-R2B holoenzyme dissociation, Cy5-IP20 fluorescence polarization; R2B truncated from residue 108, S112A mutant; 0% DMSO only, 100% 113 µM cGMP. activation, % at 11.4 µM. hit rate 0.079% among 340,000. AID 504700;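 active = activation above a cutoff set at the mean over all compounds plus 3 SD, cut at about 18% in these data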;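 note: higher means more holoenzyme dissociation and a rise in polarization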
# Target sequence (P31323 whole entry, looked up, other chains not shown, the tested form may be a part): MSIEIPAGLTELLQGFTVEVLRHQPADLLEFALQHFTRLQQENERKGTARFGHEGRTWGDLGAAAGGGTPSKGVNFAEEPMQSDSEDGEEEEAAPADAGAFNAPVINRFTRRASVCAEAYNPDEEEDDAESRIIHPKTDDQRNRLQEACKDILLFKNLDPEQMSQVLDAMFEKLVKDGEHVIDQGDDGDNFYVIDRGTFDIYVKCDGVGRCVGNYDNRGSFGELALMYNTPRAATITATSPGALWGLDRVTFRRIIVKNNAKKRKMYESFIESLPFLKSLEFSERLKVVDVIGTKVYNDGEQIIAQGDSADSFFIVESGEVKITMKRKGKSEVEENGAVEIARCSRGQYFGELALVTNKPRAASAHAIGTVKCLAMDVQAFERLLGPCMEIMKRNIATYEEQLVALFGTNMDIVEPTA
# OPRM1-OPRD1 ag = OPRM1-OPRD1 heterodimerization agonism; P35372+P41143; cells, luminescence; activation, % at 9.3 µM; hit rate 0.3% among 340,000; in the data active = activation above about 18%;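 note: 0% = vehicle-treated cells and 100% = reference agonist; values of inactives mirror those of a sister screen read the other way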
# PfHsp90 yeast 2 = reduces growth (ATP signal) of yeast expressing P. falciparum Hsp90; S. cerevisiae expressing PfHsp90, BacTiter-Glo ATP, 48 h; yeast lacking PDR1 and PDR3 efflux regulators; inhibition, % at 9.4 µM; hit rate 0.32% among 310,000; AID 504621;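 active = every replicate shows inhibition above about 80%, whatever the replicate mean, limit read from the data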;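 note: 0% = DMSO neutral controls and 100% = 20 µM radicicol positive controls; yeast relying on Plasmodium falciparum Hsp90 in place of its own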
# AddAB inh = less growth of phage-infected E. coli with AddAB | inhibition, % at 11.9 µM | hit rate 0.29% among 330,000 | AID 435030 | E. coli expressing H. pylori AddAB, absorbance growth; in the data active = inhibition above about 12%;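 note: 0% = vehicle wells of infected cells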
# HTR5A inv ag = inverse agonist of human HTR5A in OPRM1-OPRD1 counter-screen | hit rate 0.083% among 340,000 | inhibition, % at 9.3 µM | HTR5A cell line, luminescence, inverse agonism | AID 504634; in the data active = inhibition mostly above about 23%, no sharp cut-off; inactive = mostly below about 18%;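 note: 0% = cells with DMSO and 100% = no-cell wells with DMSO; some compounds called inactive have numbers as strong as hits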
# Target sequence (P47898 whole entry, looked up): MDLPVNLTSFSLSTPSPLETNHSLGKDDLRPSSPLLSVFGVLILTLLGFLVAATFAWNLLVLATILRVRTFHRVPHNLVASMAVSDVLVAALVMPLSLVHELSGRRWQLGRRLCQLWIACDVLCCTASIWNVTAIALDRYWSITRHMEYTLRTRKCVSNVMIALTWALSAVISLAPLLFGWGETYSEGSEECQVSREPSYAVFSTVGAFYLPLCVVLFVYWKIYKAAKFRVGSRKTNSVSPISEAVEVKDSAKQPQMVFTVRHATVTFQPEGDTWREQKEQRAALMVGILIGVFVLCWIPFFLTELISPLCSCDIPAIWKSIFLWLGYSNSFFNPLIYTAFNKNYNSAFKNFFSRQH
# Tat transport = E. coli Tat transport inhibition | E. coli MC4100 TorA-mCherry Tat export, fluorescence | inhibition, % at 10 µM | hit rate 0.036% among 340,000 | AID 488895;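 active = mean replicate inhibition at least 50% and at least half of replicates individually reaching 50%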;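 note: exported cargo escapes ClpAP degradation while cytoplasmic cargo is degraded and loses fluorescence; 0% = median of neutral control wells and 100% = median of NaSCN control wells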
# phage Ecoli inh = E. coli growth loss with phage present; growth absorbance; inhibition, % at 11.9 µM; hit rate 0.26% among 360,000; in the data active = inhibition above about 11%
# PKA-R1A activ = activates the PKA-R1A holoenzyme complex; P00514+P68181; PKA-R1A dissociation, Cy5-IP20 fluorescence polarization; scaled: DMSO 0%, 113 µM cGMP 100%; activation, % at 11.4 µM; hit rate 0.083% among 340,000; AID 504707;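 active = percent activation above the mean of all tested compounds plus 3 SD, cut at about 19% in these data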;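 note: higher means more PKAc released from R1A so a rise in polarization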
# Starred values were filed as active, the others as inactive; . = not tested or not shown.
SMILES,OPRM1-OPRD1 inv,Ecoli viability,Mot1-301 SUMO,PKA-R2B act,OPRM1-OPRD1 ag,PfHsp90 yeast 2,AddAB inh,HTR5A inv ag,Tat transport,phage Ecoli inh,PKA-R1A activ
O=C(CSc1nc(-c2ccc(F)cc2)cs1)N1CCc2ccccc21,4,-0.3,-20,-4,-0.7,-15,-0.8,-1,4,.,-2
COc1cccc(NC(=O)c2ccc3c(c2)CCN3S(C)(=O)=O)c1,3,1.0,-6,-3,-0.6,3,1.4,-2,0,0.6,-8
Cc1ccc(NC(=O)CSCC(=O)N(C)CC(=O)Nc2ccccc2C(F)(F)F)cc1,3,.,.,-9,-0.5,17,.,-28,-3,1.2,-12
CN(C(=O)CN1C(=O)/C(=C/c2ccccc2F)SC1=S)C1CCS(=O)(=O)C1 (stereo not given),17,1.5,3,0,-3.2,-3,2.4,-8,-1,1.6,-4
Cn1c(=O)oc2cc(S(=O)(=O)NCCC(=O)N3CC=C(c4ccccc4)CC3)ccc21,7,-2.2,19,-2,-1.3,4,-0.3,-18,-3,2.2,-10
CCCn1c(N)c(N(CCOC)C(=O)c2cccc(C(F)(F)F)c2)c(=O)[nH]c1=O,3,0.2,9,1,-0.4,2,0.4,6,-1,1.8,0
COc1ccc([C@H]2CC(=O)C=C(c3cc(F)ccc3F)C2)cc1OC,10,-2.3,-8,8,-1.8,-20,-0.1,-12,2,0.0,-7
O=C(O)C1Cn2c(nc3c(c2=O)C2(CCCC2)Cc2ccccc2-3)S1 (stereo not given),5,-1.8,13,0,-1.1,.,-1.0,-16,-4,1.6,-18
CCC(=O)NC(c1ccccc1)c1nc2ccccc2[nH]1 (stereo not given),11,-4.4,-9,-1,-2.0,-4,-2.5,-12,-3,1.6,-10
COc1cc(C(=O)O)nc2ccccc12,0,-3.0,15,7,0.0,2,-2.4,5,1,2.3,5
Cc1ccc(NC(=O)c2ccc(C#CC3(O)CCCCC3)cc2)cc1C,-37,-0.6,-10,-6,6.8,.,2.0,-17,-17,1.6,-10
C[C@H](NS(=O)(=O)c1ccc(Cl)cc1)C(=O)OCC(=O)c1ccc[nH]1,1,0.3,226,5,-0.1,-2,3.2,-21,-1,1.5,-1
COc1cc2cc(C(=O)N/N=C/c3cccc(OC)c3OC)[nH]c2cc1OC,12,.,-15,2,-2.6,2,.,0,2,1.5,-1
CC(=O)C1=C(C)OC(N)=C(C#N)C1c1cccc([N+](=O)[O-])c1 (stereo not given),1,1.1,8,-3,-0.2,8,4.8,2,-7,3.6,-6
CCS(=O)(=O)N1CCCC(C(=O)NCc2ccc3c(c2)OCO3)C1 (stereo not given),3,2.4,9,-11,-0.5,-2,2.4,-3,-1,2.5,-14
COc1ccc(CCN2CC(C(=O)NCc3cc(C)on3)CCC2=O)cc1 (stereo not given),12,.,.,-3,-2.3,21,.,-6,-4,-0.6,-4
CC(C)=CCN1CCN(Cc2c[nH]c3ccccc23)CC1CCO (stereo not given),1,1.7,-15,-7,-0.3,-36,1.1,0,0,0.0,2
NC(=O)c1ccccc1NC(=O)Nc1ccccc1Cl,-38,-2.8,-17,9,5.5,-11,0.3,21,7,3.2,0
Cc1[nH]c2c(C)cccc2c1CCNS(=O)(=O)c1cccc([N+](=O)[O-])c1,-13,-1.6,6,-15,2.7,-23,2.0,-18,0,2.7,-4
CCOC(=O)c1cnc(SCC(C)C)nc1N,7,-0.2,-3,8,-1.2,3,2.9,-20,4,5.2,5
Cc1ccc2oc(C(=O)NCc3ccc(S(N)(=O)=O)cc3)cc(=O)c2c1,-2,-0.5,-17,2,0.4,7,1.6,9,-2,2.5,-4
Cc1ccc(CCc2nnc(SCC(=O)Nc3cc(Cl)ccc3Cl)n2-c2ccccc2)o1,-10,-0.5,1,-12,1.9,-14,-2.0,-7,16,-0.7,-13
Cc1ccc(OCC(=O)Nc2ccc(-c3nc4ncccc4o3)cc2)cc1,9,0.3,-10,1,-1.6,.,1.4,24,0,1.4,10
COc1cc(NC(=O)CN(C)S(=O)(=O)c2ccc3nc(C)sc3c2)cc(OC)c1,9,3.0,-13,-9,-1.7,-13,1.1,1,-1,-1.8,-11
COc1ccccc1CC(=O)N1CCCc2cc(C)ccc21,11,0.5,5,-9,-2.2,-19,6.8,10,-2,-0.6,-9
Cc1oc(-c2ccc(Cl)cc2)nc1CSCC(=O)NCCCN1CCOCC1,-6,-4.1,-9,2,1.1,-36,-3.5,19,0,-0.1,1
Cc1ccc2c(C)c(C(=O)N3CCC(N4CCC(C(=O)NC5CC5)CC4)CC3)oc2c1,4,-0.7,.,-5,-0.8,16,-1.3,18,18,0.0,-12
CCOC(=O)c1c(C)c(C(=O)N2CCN(c3ccccc3)CC2)c(C)n1C,0,-0.7,13,-5,0.0,8,1.0,-2,-2,4.0,-3
N#CC1(NC(=O)CSc2nc3ccccc3o2)CCCCC1,10,1.0,4,-4,-2.0,2,-1.4,-5,-4,0.9,-12
CC(=O)NC(Cc1cccc(F)c1)C(=O)NC1CCN(C(=O)Nc2ccc(C)cc2)CC1 (stereo not given),-10,-0.3,-9,-4,1.2,0,0.7,0,-5,4.3,-12
COC(=O)c1ccc(-c2nc(-c3ccc(Br)o3)no2)cc1,7,-0.9,.,2,-1.1,-27,1.0,-2,-1,3.3,8
O=C(Nc1ccc2c(c1)OCCO2)C1CCN(c2cnccn2)CC1,22,0.7,19,0,-5.0,15,0.4,14,-4,3.3,-14
O=C(O)CC1(CC(=O)Nc2ccc3c(c2)OCCCO3)CCCCC1,13,-2.2,7,15,-2.6,-5,-0.5,-18,2,-0.9,-6
O=S(=O)(NCc1ccccc1)c1ccc(S(=O)(=O)NCC2CCCO2)cc1 (stereo not given),-3,1.5,12,-9,0.6,-3,4.0,-8,-5,5.4,-14
CCOP(=O)(OCC)c1nc(-c2ccc(Br)cc2)oc1N1CCCCC1,0,0.4,-5,-3,0.0,-4,1.6,-3,11,0.2,0
O=C1CNC(=S)N1C1CCCCCC1,-2,2.8,-7,-2,0.4,-4,4.0,18,6,1.2,8
Cc1c(NC(=O)Nc2cccc(C(F)(F)F)c2)c(=O)n(-c2ccccc2)n1C,19,-0.6,176,-1,-3.4,17,-1.2,-24,-3,0.6,-6
O=C(CN1C(=O)c2ccccc2C1=O)NN1C(=O)c2ccccc2C1=O,-13,-0.7,-4,-8,2.6,.,-0.3,-31,-6,4.5,-1
N#CCc1ccc(OC(=O)Nc2ccccc2)cc1,8,-0.9,4,-3,-1.7,-25,0.1,9,-9,2.3,-3
COc1ccc2oc(C(=O)N3CCN(S(=O)(=O)c4ccc(F)cc4)CC3)c(C)c2c1,13,0.0,13,17,-2.7,15,0.8,3,5,4.2,-2
CC(C)(C)NC(=O)C(c1ccccc1)N(Cc1ccco1)C(=O)c1csnn1 (stereo not given),10,0.6,35,3,-1.6,-96,3.0,11,-2,-0.7,-3
COc1cccc(CNCc2cc(OC)cc(OC)c2)c1,7,0.9,-3,6,-1.4,-8,0.9,-13,-5,-4.2,21*
CC(=O)OCC(=O)Nc1ccc(Br)c(C)c1,4,-2.7,10,-5,-0.9,.,-0.4,-12,0,2.8,-5
COc1cc2c(cc1OC)CN(C(=O)C1CCCN(C(=O)c3ccc(Cl)cc3)C1)CC2 (stereo not given),9,0.9,2,1,-2.1,.,2.9,-7,7,0.9,16
Cc1ccccc1Nc1ncnc(N)n1,-9,-1.3,1,-5,2.0,-2,2.4,0,4,1.0,-7
COc1cccc(OCC(O)CNC(=O)c2oc3c(C)c(C)ccc3c2C)c1 (stereo not given),-5,0.9,-13,-15,1.0,10,1.6,-9,11,-3.8,5
COc1ccc(S(=O)(=O)N2CCCCC2)cc1NC(=O)CSc1nccn1C,10,2.4,5,6,-1.7,-1,1.0,1,3,4.6,8
COc1ccc(-c2cc(CCCC(=O)NCc3ccccn3)no2)cc1,12,0.7,8,-1,-2.1,-2,-4.0,-19,-4,1.4,-14
C=CS(=O)(=O)N(Cc1ccccc1Br)[C@H](CO)Cc1ccccc1,-20,.,.,-7,3.6,4,.,-1,-2,3.9,2
COc1ccc(-c2sc3ccccc3c2/C=C/c2ccncc2)cc1,0,0.0,131,-4,0.0,106*,0.1,-19,-5,-0.3,-1
CCc1ccc(CNc2ccc(N3CCN(C(C)=O)CC3)cc2)cc1,-4,-0.7,-13,-17,0.7,9,3.3,21,0,1.5,-10
COc1ccc(OC)c2sc(N3CCc4ccccc4C3)nc12,-1,-1.5,-10,-10,0.2,.,0.7,-5,3,3.1,-3
Brc1ccc(-c2nnc(SCCC3OCCCO3)o2)cc1,-5,0.5,.,10,0.9,-2,1.3,-8,3,1.7,-10
COc1ccc(/C=N/NC(=O)c2cccc(C(=O)N/N=C/c3ccc(OC)c(OC)c3)n2)cc1OC,11,.,.,1,-2.4,-6,.,-19,4,3.2,-5
c1ccc(-c2csc3nnc(SCc4ccc5c(c4)OCCO5)n23)cc1,10,-1.5,-5,-12,-1.9,-15,0.9,-14,-4,3.1,-9
c1ccc(OCc2nn3c(-c4ccccn4)nnc3s2)cc1,14,-1.1,58,-9,-2.4,.,1.1,-10,13,-1.2,-7
S=C(Nc1ccccc1)N1CCC(Cc2ccccc2)CC1,-4,-0.5,-10,10,0.9,-7,4.3,-1,14,1.0,-6
O=C(COc1cc2oc(=O)c3c(c2cc1Cl)CCC3)NCCCN1CCCC1=O,5,-1.1,-1,-3,-0.9,21,2.7,-7,2,-0.2,1
COc1ccccc1NC(=O)c1ccc(NC(=O)COC(=O)C2CC2C)cc1 (stereo not given),20,-1.6,2,10,-4.0,-2,0.3,24,1,3.4,-17
O=C(NCC(=O)N(c1cccnc1)C(C(=O)NC1CCCCC1)c1ccccc1)c1ccco1 (stereo not given),-3,2.6,-19,-2,0.3,-32,4.2,0,2,-0.7,2
# Following part
SMILES,OPRM1-OPRD1 inv,Ecoli viability,Mot1-301 SUMO,PKA-R2B act,OPRM1-OPRD1 ag,PfHsp90 yeast 2,AddAB inh,HTR5A inv ag,Tat transport,phage Ecoli inh,PKA-R1A activ
CCC(=O)N1CCc2cc(S(=O)(=O)NCCCN(CC)Cc3ccccc3)ccc21,2,-1.0,2,3,-0.3,-6,-1.6,-14,-5,0.4,-2
CC(C)NC1(C#N)CCN(Cc2ccccc2)CC1,6,.,.,6,-1.2,5,.,2,-2,3.4,0
CC(=O)c1cccc(NC(=O)c2ccccc2-c2ccccc2C(=O)O)c1,0,-3.0,-2,3,0.0,20,-1.2,5,2,1.0,7
COc1cc(S(=O)(=O)Nc2ccncc2)ccc1F,11,0.8,12,-3,-1.9,0,1.1,0,-3,1.4,-1
O=C(COc1ncnc2sccc12)NC1CCCCC1,15,.,.,9,-3.0,-26,.,-16,0,1.6,-1
